Compound activity: PubChem BioAssay, Sanford-Burnham Center for Chemical Genomics
H9c2 TAG inh = inhibitors of triacylglycerol accumulation, primary screen, cell-based, uHTS, fluorescence, H9c2; H9c2 cells, Nile Red lipid (TAG) fluorescence; cells loaded with 200 µM oleic acid; inhibition, % at 12.5 µM; AID 651582, 2012; 0.66% of 230,000 active;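 active = pattern-corrected inhibition of lipid staining of at least 50% with the nuclear-stain viability signal not falling by more than 50%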;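 also: 0% = DMSO wells and 100% = triacsin C control wells; some results filed as inactive read as strong as hits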
H9c2 TAG inh DAPI viability = further read-out of H9c2 TAG inh, marked with its call; DAPI nuclei signal change (viability), lower = more cytotoxic, %;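 whole-well DAPI fluorescence read on a plate reader as a viability signal; minus 50 percent equals half of cells still viable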
* = called active by the depositor. The list is partial; count on the stated rates, not on these rows.

Screens in order – H9c2 TAG inh, H9c2 TAG inh DAPI viability
- CC(NCC1(N2CCOCC2)CCCCC1)C(=O)Nc1ccc(Cl)cc1Cl (stereo not drawn)
→ -3, 5
- Cc1ccc(S(=O)(=O)CCC(=O)OCC(=O)NNC(=O)c2ccc([N+](=O)[O-])cc2)cc1
→ -2, -4
- Cc1cc(C)cc(C(=O)Nc2cccc(NC(=O)c3ccco3)c2)c1
→ 31, 0
- Cc1nn(-c2ccccc2)c(C)c1/C=N/NC(=O)CSc1nc2ccccc2c(=O)n1-c1ccc(Br)cc1
→ -2, 2
- CSc1ccc2c(c1)C(N1CCN(C)CC1)Cc1ccccc1S2 (stereo not drawn)
→ -1, 13
- CC(=O)N1CCc2ccc(NC(=O)c3c(-c4c(Cl)cccc4Cl)noc3C)cc21
→ -14, -4
- N#Cc1ccccc1NC(=O)COC(=O)c1ccc(S(=O)(=O)N2CCCC2)cc1
→ -3, -2
- Cc1cccc(N=NC(=S)NNc2cccc(C)c2)c1
→ 15, -5
- Cc1ccc(NC(=O)CN(C)C(=O)CCC(=O)N2CCOCC2)cc1
→ 5, 2
- CCN(CC)CCNC1=CC(=O)OC12CCCCC2
→ -2, -10
- COc1cc(/C=N/Nc2cccc(C)c2)cc(Br)c1O
→ -8, 3
- O=C(CN1C(=O)NC2(CCCCCC2)C1=O)NC1CCCCCCC1
→ -2, -6
- O=C1NCC(COc2ccc(Cl)cc2)O1 (stereo not drawn)
→ -7, -6
- O=C(O)c1ccccc1NC(c1ccccc1)c1ccc2cccnc2c1O (stereo not drawn)
→ 0, -10
- CCOC(=O)N1CCN(Cc2nc(-c3ccc(C)cc3)no2)CC1
→ 2, -14
- CC(=O)c1ccc(NC(=O)CN2C(=O)CCC2=O)cc1
→ -21, 14
- COCC1CCN(C(=O)c2cc(COc3ccc4ncccc4c3)on2)CC1
→ -24, 3
- O=C(CSc1nc(O)c(Cc2ccccc2)c(=O)[nH]1)Nc1nnc(SCc2ccccc2)s1
→ -1, 1
- COc1cc(/C=C2\N=C(C)OC2=O)cc(OC)c1OC
→ 2, 3
- COc1cccc(C(=O)N2CCN(c3ccccn3)CC2)c1
→ -6, 6
- O=C(Nc1cc([N+](=O)[O-])ccc1Cl)c1cccnc1
→ 11, -4
- C=CCNc1oc(COc2ccc(C)cc2)nc1C#N
→ 15, -7
- Cc1csc(SCC(=O)Nc2c(C)n(C)n(-c3ccccc3)c2=O)n1
→ -8, -9
- O=C1NC(=O)C2(CCCCCCC2)N1
→ -9, 7
- O=C(CSc1nnnn1-c1ccc(F)cc1)c1ccc(O)c(O)c1
→ -3, 4
- Cc1cc(F)cc(-c2cc(C(=O)NCC3CCCCC3)[nH]n2)c1
→ 2, 4
- O=C(Nc1cnn(Cc2ccc(F)cc2)c1)c1noc2c1CCCC2
→ -1, 2
- S=C1NCN(Cc2cccnc2)CN1c1cccc2ccccc12
→ -1, -7
- CC1(Cc2cn(CCC#N)c3ccccc23)OCCO1
→ -23, 9
- CCc1sc(NC(=O)CCC(=O)O)nc1-c1cc2ccccc2oc1=O
→ 3, 1
- COc1ccc(-c2nc(-c3ccc(NC(=O)c4ccc(Br)o4)cc3)no2)cc1OC
→ 31, -12
- O=C1N(c2ccc3c(c2)OCCO3)C(c2ccccc2)C1(F)F (stereo not drawn)
→ -8, 0
- CCN1/C(=C/c2ccc3cc(C)ccc3[n+]2CC)Sc2ccc3sccc3c21
→ -109, -13
- COC(C[C@@H]1O[C@@H]1C(=O)[C@@H](C)OCc1ccccc1)OC
→ 1, -2
- Cc1cnc(C(=O)OCC(=O)C23CC4CC(CC(C4)C2)C3)cn1
→ 7, 10
- CCn1nnc(NC(=O)C(C)(c2ccccc2)c2ccccc2)n1
→ -8, 10
- CSc1nc2cc(C)nn2c(-c2ccc(C(C)(C)C)cc2)c1C#N
→ 19, -8
- CCn1cc(SCC(=O)NC2CCCC2)c2ccccc21
→ 3, -6
- c1ccc(-n2nnnc2SCc2cn3ccccc3n2)cc1
→ -9, -7
- COCCNC(=O)C1(C)CCCN(Cc2cc(C(F)(F)F)ccc2Cl)C1 (stereo not drawn)
→ -5, 5
- CCCNC(=O)C1(C)CCN(C(=O)C2(c3ccc(Cl)cc3)CCCC2)C1 (stereo not drawn)
→ 27, 1
- COCCN(C(=O)c1ccc2c(c1)C(=O)N(c1ccccc1Cl)C2=O)c1c(N)n(CC(C)C)c(=O)[nH]c1=O
→ -7, 1
- O=C(Cn1c2c(c(=O)n3ncnc13)CCC2)N/N=C/c1cccs1
→ 4, -5
- CC(=NNC(=O)c1ccncc1)c1cc(Cl)ccc1Cl
→ -13, 8
- CC(C)(C)OC(=O)n1cc(/C=N/NC(=O)c2ccco2)c2ccccc21
→ 12, -16
- CCN(c1ccccc1)S(=O)(=O)c1ccc(Cl)nc1
→ -4, 3
- COc1ccc(C(=O)N2CCC2(C)C(=O)NC(C)C)cc1 (stereo not drawn)
→ 3, 6
- CN(C)CCNC(=O)COc1ccc(C23CC4CC(CC(C4)C2)C3)cc1
→ 2, 38
- CCC(c1nnnn1CCOC)N1CCN(c2cccc(C(F)(F)F)c2)CC1 (stereo not drawn)
→ 8, -3
- O=C(CSc1nnc(COc2ccccc2)o1)Nc1nccs1
→ 5, 2
- COc1cccc(CN2CCNC(=O)C2CC(=O)N(C)CCc2ccccn2)c1 (stereo not drawn)
→ 3, -13
- CCN(C(=O)COC(=O)CCS(=O)(=O)c1ccc(C)cc1)C1CCS(=O)(=O)C1 (stereo not drawn)
→ 3, 1
- Cn1cc(SCC(=O)N2CCCc3ccccc32)c2ccccc21
→ -11, 1
- CCN1C(=O)C(=O)N(CC(=O)c2cc(C)n(C3CC3)c2C)C1=O
→ -15, 0
- COCc1c(C(=O)N/N=C/C2CC=CCC2)nnn1-c1nonc1N (stereo not drawn)
→ 2, 2
- COc1ccc(C)cc1NC(=O)C1CCN(S(=O)(=O)c2cccc3cccnc23)CC1
→ 13, -1
- Cc1cccn2cc(CNC(=O)CC3CCCC3)nc12
→ -2, 2
- CC(C)C1=CC(=Nc2ccc(S(N)(=O)=O)cc2)C=C(C(C)C)C1=O
→ 0, -4
- COc1ccc(S(=O)(=O)NC(CC(=O)N2CCc3ccccc32)c2ccco2)cc1 (stereo not drawn)
→ -12, 11
- CC(C)CCn1c(=O)c2ccccc2n2c(CCl)nnc12
→ 3, 12

Continued:
Screens in order – H9c2 TAG inh, H9c2 TAG inh DAPI viability
- CCNC(=S)Nc1cccc(S(=O)(=O)NC2=NCCC2)c1
→ -8, 13
- C/C=C/Cn1c(SCc2ccccc2)nc2c1c(=O)[nH]c(=O)n2C
→ -39, -9
- O=C(NCC1CCCO1)c1cccc2c1C(=O)c1ccc(N3CCC(Cc4ccccc4)CC3)cc1S2(=O)=O (stereo not drawn)
→ 19, -15
- CCCn1c(N)c(C(=O)COC(=O)CNC(=O)c2ccc(C)c(C)c2)c(=O)n(C)c1=O
→ 12, -2
- O=c1c2ccccc2c(-c2ccc(O)cc2)nn1-c1cccc(C(F)(F)F)c1
→ 12, 4
- OCCC1CN(Cc2ccccc2O)CCN1CCCc1ccccc1 (stereo not drawn)
→ 0, 5
- O=C1c2ccccc2CSc2c(O)cccc21
→ -22, 9
- CS(=O)(=O)c1ccc(C(=O)NCC2(N3CCOCC3)CCCCC2)cc1
→ 5, 0
- Cn1c(Cl)c(C(=O)Nc2ccc(Cl)cc2)c2ccccc21
→ -9, 3
- CCN(C(=O)COC(=O)/C=C/c1ccc(F)cc1)C1CCCCC1
→ 9, -4
- COc1ccc(S(N)(=O)=O)cc1C(=O)NCC1(N2CCCCC2)CCCCC1
→ 3, -24
- O=c1[nH]nc(N/N=C/c2ccc(Cl)cc2Cl)c(=O)[nH]1
→ 7, -6
- CC(C)C(c1nnnn1C1CCCC1)N1CCCCC1 (stereo not drawn)
→ -17, 16
- COc1ccc(C(=O)COC(=O)C(CCSC)NC(=O)COc2ccccc2)c(OC)c1 (stereo not drawn)
→ -3, 6
- COc1cc2c(cc1OC)C(c1ccccc1[N+](=O)[O-])N(C(C)=O)CC2 (stereo not drawn)
→ 2, 7
- Cc1ccc2cc3cc(C(=O)NCCCN4CCCCCC4)oc3nc2c1
→ 51*, 62*
- Cc1nc2c(sc3nc4c(cc32)COC(C)(C)C4)c(=O)n1Cc1ccccc1
→ -52, 2
- Cc1ccc(C)n1-c1ccc(C(=O)N2CCC(C(N)=O)CC2)cc1
→ 12, 1
- Fc1ccccc1CNc1nc(NCC2CC2)nc2ccsc12
→ -6, 8
- CC(C)(C)[C@]1(O)CCN2C[C@H]3c4ccccc4CCc4cccc(c43)[C@@H]2C1
→ 17, 0
- c1ccc(C2=Nn3c(nnc3-c3cc(-c4ccccc4)n[nH]3)SC2)cc1
→ 18, 10
- COc1cccc(C(=O)Nc2cc(S(=O)(=O)N3CCCCC3)ccc2OC)c1
→ 2, -8
- Cc1ccc(OC(C)C(=O)O)cc1C (stereo not drawn)
→ 11, -2
- COc1cc2c(cc1OC)C(c1cccc(Cl)c1)CC(=O)N2 (stereo not drawn)
→ 2, -1
- COC(=O)Cn1c2ccc(OC)cc2c2nc(C)sc21
→ 2, -1
- COCC(=O)NCc1ccc2c(c1)cc(C)n2C
→ -8, 8
- COc1ccc(C(=O)N2CCSC2=S)cc1OC
→ 0, 0
- O=C(CSc1nc(-c2ccco2)cc(C(F)(F)F)n1)NCCCN1CCOCC1
→ 2, -5
- Cc1ccccc1CSCCNC(=O)c1ccc(Cl)c(S(=O)(=O)N2CCOCC2)c1
→ 30, -18
- O=C(CNS(=O)(=O)c1cccs1)Nc1ccc2c(c1)OCCO2
→ -9, 1

6 entries from above, with tabs:
mol	H9c2 TAG inh	H9c2 TAG inh DAPI viability
CC(C)C(c1nnnn1C1CCCC1)N1CCCCC1 (stereo not drawn)	-17	16
COc1ccc(C(=O)COC(=O)C(CCSC)NC(=O)COc2ccccc2)c(OC)c1 (stereo not drawn)	-3	6
COc1cc2c(cc1OC)C(c1ccccc1[N+](=O)[O-])N(C(C)=O)CC2 (stereo not drawn)	2	7
Cc1ccc2cc3cc(C(=O)NCCCN4CCCCCC4)oc3nc2c1	51*	62*
Cc1nc2c(sc3nc4c(cc32)COC(C)(C)C4)c(=O)n1Cc1ccccc1	-52	2
Cc1ccc(C)n1-c1ccc(C(=O)N2CCC(C(N)=O)CC2)cc1	12	1

(listing goes on)
Screens in order – H9c2 TAG inh, H9c2 TAG inh DAPI viability
- Cc1cccc(NC(=O)N(Cc2cc3cc(C)ccc3[nH]c2=O)CC2COCCO2)c1 (stereo not drawn)
→ 5, 7
- CN(C)/C=C/C(=O)c1cnc2sccn2c1=O
→ 7, -5
- O=C(NCCCn1ccnc1)c1ccc2c(c1)OCCO2
→ 11, -5
- Cn1c(N)c(C(=O)COC(=O)CCc2nc3ccccc3s2)c(=O)n(C)c1=O
→ -6, 2
- Cc1ccc(C(=O)Nc2nnc(CC(=O)N/N=C/c3ccncc3)s2)cc1
→ 6, -8
- c1ccc(-n2nnnc2Cc2nnnn2-c2ccccc2)cc1
→ 3, 2
- Clc1ccccc1CN1CCN(/N=C/C=C/c2ccco2)CC1
→ 5, -3
- CCOC(=O)c1nc(C)nc(Sc2n[nH]c(-c3ccc(C(C)(C)C)cc3)n2)c1C
→ -6, 0
- COc1ccc(-c2nnc(S/C(=C/c3ccc(Cl)cc3)C(=O)O)o2)cc1
→ -1, -6
- COC(=O)C(Cc1ccc(O)cc1)NC(=O)NC12CC3CC(CC(C3)C1)C2 (stereo not drawn)
→ 8, -14
- COCC(=O)Nc1nnc(-c2cccs2)s1
→ 26, -9
- CC(=O)c1ccc2c(c1)CC1(C2)Cc2cc3c(cc2C1)C(=O)CC3 (stereo not drawn)
→ 22, -8
- CN1CCN(NC(=O)CN2C(=O)/C(=C/c3c(Cl)cccc3Cl)SC2=S)CC1
→ -15, 2
- N/C(=N\OC(=O)c1cc(Cl)ccc1Cl)c1ccncc1
→ 6, -7
- Cc1c(C(=O)O)c2cc(O)ccc2n1-c1ccccc1
→ -4, 1
- O=C(C[C@@H]1C/C=C\C[C@@H](Cc2ccc(F)cc2)C(=O)OCCNC1=O)N[C@H](CO)Cc1ccccc1
→ 6, 1
- Cc1ccc(S(=O)(=O)N2CCC(=O)N(CCOCc3cccc(Cl)c3)CC2)cc1
→ -27, 4
- O=C(NC1CCCCC1)c1cc(S(=O)(=O)N2CCN(c3ccccc3)CC2)ccc1Cl
→ -5, 0
- O=C(CN1CCN(C(=O)c2ccccc2Cl)CC1)Nc1cccc(S(=O)(=O)N2CCCC2)c1
→ -22, -3
- CC(=O)N/N=C(\C)CC(=O)Nc1cccc2c1CCCC2
→ 0, -5
- CCOC(=O)N1CCN(C(c2ccc(Cl)cc2)c2sc3nc(C)nn3c2O)CC1 (stereo not drawn)
→ 1, -2
- Cc1cccc(C)c1NC(=O)CN1CCN(C(=O)C2CCC2)CC1
→ 19, -4
- Cc1ccccc1NC(=O)CN1C(=O)S/C(=C\c2ccc(-c3cccc(C(=O)O)c3C)o2)C1=O
→ -1, -4
- CC1(C)CC(=O)C(C=NCCN2CCN(C(=S)Nc3ccccc3)CC2)=C(O)C1
→ -13, 8
- COc1ccccc1-c1ccc(=O)n(CC(=O)NCc2ccco2)n1
→ 3, -9
- CS(=O)(=O)N1N=C(c2cccs2)CC1c1ccc(Cl)o1 (stereo not drawn)
→ 0, 4
- C=CCn1c(SCC(=O)Nc2cc3oc4ccccc4c3cc2OC)nnc1-c1cnccn1
→ 32, -13
- Nc1ccc(S(=O)(=O)c2ccc(NC(=O)c3cccnc3)cc2)cc1
→ -2, 7
- Cc1cccc(N2C(=O)N3[C@H](c4ccc(Br)cc4)[C@@H]4C(=O)N(C(C)(C)C)C(=O)[C@@H]4[C@]3(C)C2=O)c1
→ -14, -4
- C=C(C)c1cccc(C(C)(C)NC(=O)Nc2ccc(C(N)=O)cc2)c1
→ -11, 2
- CCN(CC)CCOC(=O)c1c(C)n(C)c2ccc(OC)cc12
→ 7, 7
- N#CCC(=O)N1CCN(Cc2ccc3c(c2)OCO3)CC1
→ 1, -3
